Bioassay records: PubChem, several laboratories
E coli WT exp – E. coli BW25113 growth inhibition, expanded screen | AID 710 | OD600 absorbance | hit rate 0.15% among 98,000 | growth inhibition, % at 100 µM;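 active = growth inhibition above about 50% at one test dose, limit read from the data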;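 note: growth measured after 20 h incubation at 37 °C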
LYP act – increases human PTPN22 phosphatase activity; activation, % at 2 µM; Q9Y2R2; recombinant LYP, DiFMUP fluorescence; 0 = plate median, 100 = signal doubled; hit rate 0.11% among 96,000;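 active = activation at 2 µM above a set limit, the mean plus 5 SD, cut at about 37% in these data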
DAT uptake mod – modulates human dopamine transporter uptake under cocaine | Q01959 | LLC-PK1 hDAT cells, [14C]-dopamine uptake with cocaine IC80; actives deviate in either direction | B-score at 10 µM | hit rate 1.3% among 110,000;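 active = Z score or B-score, a plate-position-corrected score, falls beyond the plate's 99.7% confidence bounds, in either direction; inactive = both scores lie inside the 99.7% bounds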;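 note: scored against the spread of the other compound wells on the same plate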
Target sequence (Q01959 whole entry, looked up): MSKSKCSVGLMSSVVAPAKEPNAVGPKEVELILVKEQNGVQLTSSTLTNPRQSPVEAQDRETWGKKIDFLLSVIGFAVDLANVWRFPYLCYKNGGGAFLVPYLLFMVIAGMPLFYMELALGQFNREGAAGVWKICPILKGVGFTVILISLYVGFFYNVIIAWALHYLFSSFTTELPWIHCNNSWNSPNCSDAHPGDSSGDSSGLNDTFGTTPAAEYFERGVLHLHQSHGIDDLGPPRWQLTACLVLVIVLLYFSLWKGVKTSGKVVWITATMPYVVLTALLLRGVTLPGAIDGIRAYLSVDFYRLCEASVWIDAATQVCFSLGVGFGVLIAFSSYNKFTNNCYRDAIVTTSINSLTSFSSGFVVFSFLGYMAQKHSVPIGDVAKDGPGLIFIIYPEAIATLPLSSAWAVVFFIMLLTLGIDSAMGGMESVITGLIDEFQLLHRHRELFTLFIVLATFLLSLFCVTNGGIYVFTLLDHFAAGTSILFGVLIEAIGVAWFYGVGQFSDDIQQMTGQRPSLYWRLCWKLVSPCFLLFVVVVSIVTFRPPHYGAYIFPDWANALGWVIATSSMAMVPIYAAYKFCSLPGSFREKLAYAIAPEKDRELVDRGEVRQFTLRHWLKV
PostGolgi ctrl – growth of the yeast control strain, post-Golgi counter-screen | efflux-deficient yeast background strain, growth absorbance A615, 16 h | inhibition, % at 10 µM | hit rate 5% among 98,000 | AID 738
PostGolgi yeast – growth inhibition of a yeast mutant, post-Golgi transport screen; hit rate 0.9% among 98,000; post-Golgi transport phenotypic cell assay; inhibition, % at 10 µM; AID 739;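 note: yeast cells grown in 1536-well plates; yeast grown about 18 h at 30C before absorbance read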
CYP2C9 inhib – human CYP2C9 inhibition; P11712; CYP2C9 Supersomes, luciferin-H conversion, luminescence; inhibition, % at 5 µM; hit rate 20% among 96,000; AID 777;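 active = blocking of liver enzyme CYP2C9 beyond about 50% at 5 µM, limit read from the data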; note: values of inactives mirror those of a sister screen read the other way
Target sequence (P11712 whole entry, looked up): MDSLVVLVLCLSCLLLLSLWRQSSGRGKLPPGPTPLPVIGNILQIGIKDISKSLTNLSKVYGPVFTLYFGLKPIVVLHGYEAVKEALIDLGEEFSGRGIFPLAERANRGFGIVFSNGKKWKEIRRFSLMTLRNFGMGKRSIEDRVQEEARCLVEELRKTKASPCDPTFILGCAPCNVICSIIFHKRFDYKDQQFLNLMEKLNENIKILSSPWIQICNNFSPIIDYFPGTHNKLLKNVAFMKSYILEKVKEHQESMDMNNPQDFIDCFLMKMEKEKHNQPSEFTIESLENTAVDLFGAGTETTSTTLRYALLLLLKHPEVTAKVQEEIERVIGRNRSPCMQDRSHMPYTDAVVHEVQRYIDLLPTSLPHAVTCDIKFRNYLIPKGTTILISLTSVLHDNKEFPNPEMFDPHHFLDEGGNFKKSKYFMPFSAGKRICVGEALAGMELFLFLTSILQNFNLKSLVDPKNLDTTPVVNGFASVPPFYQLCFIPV
CYP2C9 activ – activators of human CYP2C9; P11712; activation factor at 5 µM; AID 1024; hit rate 1.4% among 96,000; recombinant CYP2C9, luciferin-H conversion, luminescence; active compounds read high; factor 1 = untreated enzyme, 0 = blocked;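 active = activation factor of 2 or more for CYP2C9 at a 5 µM dose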;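 note: 0 = sulfaphenazole-blocked wells and 1 = vehicle-only wells; values of inactives mirror those of a sister screen read the other way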
Pyk2 oligo antag – blocks oligomerization of human Pyk2 in cells | Q14289 | Q293 cells, Pyk2 FERM NanoBiT luminescence; active compounds read low | hit rate 0.83% among 99,000 | AID 1347419 | z-score (the deposit names both 25 µM and 10 µM);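 active = Z-score of -3 or lower, scaled per plate to the spread of control and sample wells; inactive = z-score above -3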;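 note: negative z-score means lost luminescence so less FERM oligomerization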
LYP inh 2 – inhibitors of human LYP (PTPN22) phosphatase; AID 640; recombinant LYP catalytic domain, DiFMUP fluorescence; inhibition, % at 2 µM; Q9Y2R2; hit rate 0.21% among 96,000;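 active = inhibition at 2 µM at or above a set limit, the screen mean plus 3 SD, cut at about 24% in these data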;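 note: 0% = DMSO with enzyme and 100% = enzyme fully blocked by orthovanadate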
* = called active by the depositor; nt = not tested or not shown. Cut-off read from the data, not from the text of the source, unless noted: active = inhibition above about 30%; inactive = the rest.

entry	Molecule	E coli WT exp	LYP act	DAT uptake mod	PostGolgi ctrl	PostGolgi yeast	CYP2C9 inhib	CYP2C9 activ	Pyk2 oligo antag	LYP inh 2
1	CCCSc1nnc(CSc2nc3nc(C)cc(C)n3n2)o1	0	9	-0.01	3	-22	6	0.9	-0.25	-5
2	Cc1nnc2sc(-c3ccc(-c4ccc(Cl)c(C(F)(F)F)c4)o3)nn12	nt	nt	-0.0017	nt	nt	-1	1	0.34	nt
3	O=C(Nc1ccccc1Cl)c1cccc(NS(=O)(=O)c2ccccc2)c1	5	2	-0.079	20	-11	75*	0.2	nt	-4
4	C=CCc1c(C)[nH]c(=S)c(C#N)c1C	11	-2	-0.079	-3	11	12	0.9	0.65	1
5	O=C(Cc1ccc(S(=O)(=O)N2CCCC2)s1)Nc1nc2c(s1)CCCC2	-9	1	2.8	11	-2	30	0.7	0.6	5
6	CSC1=NCCN1C(=O)COc1ccccc1	5	nt	0.51	2	-6	-11	1.1	nt	nt
7	COc1ccc(C2=Nn3c(nnc3-c3ccco3)SC2)cc1	-8	2	0.91	45*	21	64*	0.4	-0.43	-1
8	Cc1nc2ccccc2c(=O)n1CCCn1ccnc1	1	-8	0.54	2	2	40	0.6	1.2	5
9	O=C(COc1ccc(S(=O)(=O)NC2CCCCC2)cc1)NC1CCCCC1	nt	-2	0.44	nt	nt	nt	nt	2.6	1
10	Cc1ccc(/C=N/NC(=O)Cn2cnc3ccccc32)o1	10	26	0.21	-3	3	13	0.9	0	-22
11	CCCCNC(=O)c1cc2c(=O)n3cccc(C)c3nc2n(CCN2CCOCC2)c1=N	3	nt	nt	6	3	9	0.9	-0.77	nt
12	CCOC(=O)N1CCN(CC(=O)c2ccc3c(c2)CCN3)CC1	7	-5	0.61	0	11	-2	1	0.44	3
13	O=C(NC1CCCCC1)N1CCC(c2nc3ccc(Cl)cc3[nH]2)CC1	-3	-1	-0.027	11	-6	44	0.6	-0.51	-1
14	COc1ccc(-c2noc(CSc3nnc(-c4ccncc4)n3-c3ccc(F)cc3)n2)cc1OC	-6	1	1.4	-11	0	23	0.8	-0.74	1
15	Cc1ccc(Cl)c(OCCCCN(C)Cc2ccccc2)c1	12	4	0.2	34*	93*	-11	1.1	-0.21	-5
16	CCc1ccc(/C=N/NC(=O)c2cc(C3CC3)nc3ccc(Br)cc23)s1	-7	-3	0.76	13	-5	36	0.6	-1.9	-1
17	COc1ccc(NC(=O)CCS(=O)(=O)c2ccc3c(c2)CCCN3C(C)=O)cc1Cl	1	-8	-1	-3	-5	21	0.8	0.2	8
18	O=C(O)CNS(=O)(=O)c1ccc(-c2ccccc2)cc1	-6	-4	-0.78	-3	nt	47	0.5	nt	5
19	COc1ccc2[nH]c(C(=O)O)c(NS(=O)(=O)c3ccc(OC)c(OC)c3)c2c1	3	-11	0.24	0	0	76*	0.2	0.41	10
20	COc1ccc(-c2cc(-n3c(C(F)(F)F)nc4ccccc43)n(CCC#N)n2)cc1	-7	2	1.2	8	-11	72*	0.3	-0.58	-4
21	Cc1n[nH]c(C)c1S(=O)(=O)N(CC(=O)N1CCc2ccccc21)c1ccc(C(C)C)cc1	2	-10	0.42	5	6	58*	0.4	nt	9
22	CCCCOC(=O)C1=C(C)Nc2ncnn2C1c1ccc(OCC)c(OC)c1 (centres undefined)	1	-2	0.4	12	0	38	0.6	-0.11	1
23	Cc1ccc(CCNC(=O)Cn2cccc2)cc1	-5	-1	0.13	9	-4	22	0.8	0.36	-2
24	Cc1cc(C(=O)Nc2c(C)n(C)n(-c3ccccc3)c2=O)c(C)o1	2	9	-0.67	22	-8	-4	1	0.72	-12
25	CCOCC(=O)Nc1c(C(=O)Nc2ccccc2OC)oc2ccccc12	-17	1	1.1	0	-1	-14	1.1	-0.51	-2
26	COc1ccc(Cn2c(CCC(=O)Nc3ccc(CC#N)cc3)nc3cccnc32)cc1	-7	9	0.017	6	-1	12	0.9	-0.61	-12
27	N#Cc1cccc(Cn2nnc(-c3ccccc3)n2)c1	14	-6	0.28	7	-1	37	0.6	-1.6	3
28	COc1ccc(S(=O)(=O)c2ccc(OC)c(OC)c2)cc1OC	-6	-6	0.2	9	-3	-63	1.6	-0.2	7
29	O=c1c2c3c(sc2ncn1/N=C/c1ccc(Br)o1)CCCC3	-4	2	0.5	11	-4	-13	1.1	-0.11	-5
30	COC(=O)NC1(C(F)(F)F)C(=O)NC(C)=C1C(=O)OC (centres undefined)	-4	6	0.014	18	5	7	0.9	-0.67	-4
31	CCN(CC)C(=O)c1sc(N)c(C#N)c1C	1	-12	0.025	5	-3	9	0.9	-0.47	9
32	CCOC(=O)Cc1csc(NC(=O)CC(C)(C)C)n1	3	10	0.047	-1	1	-1	1	0.84	-8
33	COc1cccc(NC(=O)C2CCCN2C(=O)OCc2ccccc2)c1 (centres undefined)	7	nt	-0.18	2	32*	16	0.8	-0.45	nt
34	O=c1cc(CN2CCN(c3cccc(Cl)c3)CC2)c2cc(O)c(-c3ccccc3)cc2o1	-1	2	nt	11	2	3	1	1.2	-4
35	CCN1CCN(c2cc(C)c3cc(NC(=O)c4cccnc4Cl)ccc3n2)CC1	2	1	1.8	11	19	10	0.9	2.6	0
36	Cc1cccc(OCC(O)CN2CCN(C3CCCCC3)CC2)c1 (centres undefined)	0	nt	0.66	-2	-3	8	0.9	0.33	nt
37	COc1ccc(C(=O)Cn2c(C(=O)/C=C/c3ccccc3)nc3ccccc32)cc1	-6	14	nt	-3	-9	9	0.9	-1.9	-16
38	Cc1cc(=O)n(C)c(=O)n1CCCCCOc1cccc([N+](=O)[O-])c1	4	-2	0.77	-10	26	-4	1	0.71	5
39	Cc1ccc(OC(=O)CCC(=O)N2CCc3ccccc32)cc1	1	-10	0.085	0	-5	-18	1.2	-0.08	10
40	CC(=O)c1cccc(S(=O)(=O)N2CCN(c3nc4cc(C)cc(C)c4cc3C#N)CC2)c1	-8	5	0.28	15	4	67*	0.3	1.2	-7
41	CCCC(=O)c1c(C)c2ccccc2n1C	0	-9	-0.22	-4	8	-11	1.1	0.13	9
42	O=C1CC(c2ccccc2)c2cc(O)ccc2O1 (centres undefined)	11	nt	-0.4	-9	-10	nt	nt	0.66	nt
43	CCn1c(=O)c2c3c(sc2n(C)c1=O)CCC3	0	24	0.039	7	-1	2	1	0.93	-25
44	CCCSCCCNC(=O)CC1Oc2ccccc2NC1=O (centres undefined)	2	-3	-0.064	6	-7	48	0.5	nt	0
45	CCOc1ccc(CN2CCN(C(=O)c3ccccc3)CC2)cc1	-4	16	0.18	2	22	-9	1.1	1.3	-18
46	Cc1ccc2c(CC(=O)NCc3ccc4c(c3)OCO4)coc2c1	-5	-1	-0.22	-6	-6	79*	0.2	0.07	1
47	Cc1ccc(-c2csc3ncn(CC(=O)N4CCOCC4)c(=O)c23)cc1	3	11	1	-4	19	-23	1.2	0.11	-7
48	CCOC(=O)Cn1ncc(-c2ccccc2)c1N	-5	1	0.64	3	3	nt	nt	-0.21	-2
49	Cc1nc(-n2[nH]c3c(c2=O)CCCC3)[nH]c(=O)c1Cc1ccccc1	8	0	-2.3	10	-5	29	0.7	1.3	4
50	CC(=O)NCCn1c(SCC(=O)OCc2ccccc2)nc2ccccc2c1=O	-11	-3	0.011	13	1	52*	0.5	0.02	1
51	CCOC(=O)Cn1c(=O)oc2cc(S(=O)(=O)Nc3ccc(F)cc3)ccc21	-2	-6	-0.6	-5	-3	58*	0.4	nt	6
52	COc1cccc(CN(Cc2ccco2)C(c2ccc(F)cc2)c2nnnn2C(C)(C)C)c1 (centres undefined)	-1	0	0.82	3	-3	51*	0.5	-0.71	-2
53	Clc1ccc(-c2nnc3sc(Cc4cccs4)nn23)cc1	nt	nt	-0.87	nt	nt	13	0.9	0.38	nt
54	Cc1ccccc1Cn1nc(C)c(NC(=O)c2cc3n(n2)C(C(F)F)CC(C(F)F)N3)c1C (centres undefined)	2	-3	0.46	6	-2	9	0.9	0.75	3
55	CC(C)NC(=O)CCCn1c(=S)[nH]c2cc3c(cc2c1=O)OCO3	1	3	0.59	0	13	12	0.9	0.32	-5
56	CCN(CCO)C(=O)C12CCC(C)(C(=O)C1)C2(C)C (centres undefined)	2	4	1.4	-6	-7	-22	1.2	1.1	-7
57	COc1cc(C2=NOC(C(=O)NCc3ccc(F)cc3)C2)cc(OC)c1OC (centres undefined)	0	-7	nt	20	-7	-61	1.6	-0.3	4
58	C=CCNC(=S)/N=c1\sccn1C	8	-21	1.4	10	9	-18	1.2	-0.22	21
59	Cc1ccc(N/C(CSC(N)=O)=N/S(=O)(=O)c2ccccc2)cc1	16	-2	-0.44	9	-16	-45	1.4	1.6	3
60	Cc1cc(NC(=O)c2cc3n(n2)C(C(F)(F)F)CC(c2ccco2)N3)no1 (centres undefined)	2	-2	-0.025	-3	-5	51*	0.5	nt	-1

Taken from above:
For PostGolgi ctrl, O=C1CC(c2ccccc2)c2cc(O)ccc2O1 (centres undefined) shows -9
For PostGolgi ctrl, Cc1ccc(N/C(CSC(N)=O)=N/S(=O)(=O)c2ccccc2)cc1 shows 9

New compounds follow.
entry	Molecule	E coli WT exp	LYP act	DAT uptake mod	PostGolgi ctrl	PostGolgi yeast	CYP2C9 inhib	CYP2C9 activ	Pyk2 oligo antag	LYP inh 2
61	COC(=O)C(Cc1cnc(Cl)s1)(C(=O)OC)c1ccccc1[N+](=O)[O-]	3	-9	-0.29	3	-3	65*	0.3	-1.1	11
62	O=C(c1ccco1)N1CCN(C(c2ccccc2F)c2nnnn2Cc2cccs2)CC1 (centres undefined)	-4	-3	-0.46	18	-7	14	0.9	-1	2
63	O=C(Nc1nc(-c2ccccc2)cs1)c1cccs1	-8	3	0.049	0	-9	34	0.7	-2.9	-6
64	CCOC(=O)C1(c2csc(N)n2)COC(=O)C1 (centres undefined)	-12	15	0.52	-3	-4	-9	1.1	-0.42	-12
65	Cc1ccccc1NC(=O)CN1CCC(NC(=O)Nc2ccccc2)CC1	0	34	0.41	27	-12	27	0.7	-1.1	-30
66	O=C1c2ccccc2C(=O)N1CCCOc1ccccc1	6	14	0.18	11	-6	20	0.8	-0.17	-15
67	CC(C)C(=O)NC(c1ccco1)c1c(O)ccc2ccccc12 (centres undefined)	0	-2	0.63	-8	-11	66*	0.3	-1.7	6
68	Cc1cc(C)n(CC2CC(=O)N(c3ccc(Cl)c(Cl)c3)C2=O)n1 (centres undefined)	-3	nt	0.34	-2	-7	77*	0.2	-0.86	nt
69	Cc1coc2c(C)c3oc(=O)c4c(c3cc12)CCCC4	nt	nt	0.13	nt	nt	47	0.5	-0.39	nt
70	O=C(NCc1ccco1)c1ccc2nc3sc4c(c3c(=O)n2c1)CCCC4	-2	-26	0.68	-1	2	40	0.6	nt	25*
71	CCN(CC)c1nc2c(s1)C(=O)NCCC2	4	-9	0.7	0	-1	7	0.9	1.3	9
72	Cc1cc(Nc2ccc(Br)cc2F)n2nc(C)nc2n1	5	nt	-0.51	-5	1	nt	nt	nt	nt
73	Cc1occc1-c1nnc(SCC(=O)NCc2cccs2)n1CC1CCCO1 (centres undefined)	4	0	-1.5	5	-6	-2	1	-0.23	-3
74	COc1cccc(/C=N/n2cnc3ccccc32)c1OC	-5	1	0.31	16	0	46	0.5	-1.2	-3
75	CCn1nnnc1SCC(=O)c1cccc(OC)c1	4	-8	0.38	9	-8	42	0.6	0.47	11
76	Nc1nonc1-n1nnc(C(=O)c2ccccc2)c1-c1ccccc1	3	6	-0.4	14	0	91*	0.1	-1.2	-5
77	COCC(=O)Nc1nc2ccc(C)cc2s1	7	5	1.2	7	-2	14	0.9	-0.03	-8
78	N#Cc1ccc(COC(=O)c2ccc3c(=O)[nH]c(CN4CCOCC4)nc3c2)cc1	-9	8	0.36	4	9	0	1	1.1	-10
79	CCOCCCNCC(=O)NC1(C)C2CCC(C2)C1(C)C (centres undefined)	-5	-2	-1.7	10	5	3	1	-0.74	1
